From PubChem BioAssay
Eya2 inh: blocks the phosphatase activity of human Eya2; recombinant Eya2, OMFP fluorescence dephosphorylation (OMFP is methylfluorescein phosphate); 330,000 compounds, 0.006% hits; O00167; Potency, µM (doses to about 76.9 µM), for the others: at the top dose activity, negative = inhibition, usual class: inhibitors; note: potency is the fitted concentration of half-maximal effect; % is set by controls: 0 for no effect and ±100 for the full control effect
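Eya2 (0.2 uM) preincubated 10 min at ambient with compound, then OMFP substrate added at 50 uM; 10 min reaction in 50 mM HEPES pH 7.5, 50 mM NaCl, 5 uM MgCl2, 0.05% BSA, 1 mM DTT. Fluorescence read at Ex 485/Em 525 nm.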
KCNH2 3.1 inh: blocks the human KCNH2 3.1 channel isoform; U2OS KCNH2 3.1, thallium flux FluxOr; stronger effect = lower value; activity change, % (tested at about 1.8 µM); 340,000 compounds, 0.95% hits; AID 720553;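 active = maximum activity change below -70%; inconclusive = maximum activity change from -70% to -50%; inactive = maximum activity change above -50%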;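 note: thallium influx rate constant from kinetic fluorescence after stimulation buffer; % is set by controls: 0 for no effect and ±100 for the full control effect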
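Kinetic fluorescence (2 min after stimulation buffer) measures Tl+ influx through KCNH2 3.1 expressed by viral transduction in U2OS cells; the rate constant is normalized against DMSO controls serving as positive and negative references.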
TSHR antagonist: blocks TSH signaling through the human TSH receptor; TSHR-expressing cells, TSH-stimulated cAMP HTRF, 2 h; stronger effect = lower value; activity change, negative = inhibition, % at 11.5 µM; 330,000 compounds, 0.2% hits; AID 504810;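 active = activity change below a set negative limit, meaning inhibition stronger than a set level, cut at about -70% in these data; inconclusive = activity change between two set negative limits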; note: % is set by controls: 0 for no effect and ±100 for the full control effect
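Freshly harvested TSHR cells receive pin-tooled compound, then EC80 TSH at 4nM final. After 2 hours at 37 deg C, antibody in lysis buffer and cAMP-d2 are added; 30 minutes at ambient temperature precede the HTRF read.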
ELG1 repair inh: ELG1-dependent DNA repair inhibition; HEK293T ELG1-luciferase reporter, luminescence, 16 h; DNA damage induced by 5-fluorouridine; AID 504467; 330,000 compounds, 2.3% hits; Potency, µM (series often up to 46.1 µM), inactives show at the highest dose activity change, negative = inhibition, most hits filed as inhibitors; note: potency is the fitted concentration of half-maximal effect; % is set by controls: 0 for no effect and ±100 for the full control effect; nearly all actives have a fitted effect of over 55% in size
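Luminescence from the luciferase reporter, measured 30 min after ONE-Glo reagent at room temperature, was the read-out. Beforehand, 2,000 cells per well were exposed for 16 hr at 37 °C to 5-fluorouridine together with compound or vehicle.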
hERG WT inh: inhibitors of human wildtype KCNH2 potassium channel; Q12809; U2OS, BacMam KCNH2, thallium flux FluxOr; stronger effect = lower value; activity change, % at 1.84 µM; 340,000 compounds, 0.37% hits; AID 720551;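 active = maximum activity change below -70%; inconclusive = maximum activity change between -70% and -50%; inactive = maximum activity change above -50%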; note: % is set by controls: 0 for no effect and ±100 for the full control effect
Target sequence (Q12809 whole entry, looked up): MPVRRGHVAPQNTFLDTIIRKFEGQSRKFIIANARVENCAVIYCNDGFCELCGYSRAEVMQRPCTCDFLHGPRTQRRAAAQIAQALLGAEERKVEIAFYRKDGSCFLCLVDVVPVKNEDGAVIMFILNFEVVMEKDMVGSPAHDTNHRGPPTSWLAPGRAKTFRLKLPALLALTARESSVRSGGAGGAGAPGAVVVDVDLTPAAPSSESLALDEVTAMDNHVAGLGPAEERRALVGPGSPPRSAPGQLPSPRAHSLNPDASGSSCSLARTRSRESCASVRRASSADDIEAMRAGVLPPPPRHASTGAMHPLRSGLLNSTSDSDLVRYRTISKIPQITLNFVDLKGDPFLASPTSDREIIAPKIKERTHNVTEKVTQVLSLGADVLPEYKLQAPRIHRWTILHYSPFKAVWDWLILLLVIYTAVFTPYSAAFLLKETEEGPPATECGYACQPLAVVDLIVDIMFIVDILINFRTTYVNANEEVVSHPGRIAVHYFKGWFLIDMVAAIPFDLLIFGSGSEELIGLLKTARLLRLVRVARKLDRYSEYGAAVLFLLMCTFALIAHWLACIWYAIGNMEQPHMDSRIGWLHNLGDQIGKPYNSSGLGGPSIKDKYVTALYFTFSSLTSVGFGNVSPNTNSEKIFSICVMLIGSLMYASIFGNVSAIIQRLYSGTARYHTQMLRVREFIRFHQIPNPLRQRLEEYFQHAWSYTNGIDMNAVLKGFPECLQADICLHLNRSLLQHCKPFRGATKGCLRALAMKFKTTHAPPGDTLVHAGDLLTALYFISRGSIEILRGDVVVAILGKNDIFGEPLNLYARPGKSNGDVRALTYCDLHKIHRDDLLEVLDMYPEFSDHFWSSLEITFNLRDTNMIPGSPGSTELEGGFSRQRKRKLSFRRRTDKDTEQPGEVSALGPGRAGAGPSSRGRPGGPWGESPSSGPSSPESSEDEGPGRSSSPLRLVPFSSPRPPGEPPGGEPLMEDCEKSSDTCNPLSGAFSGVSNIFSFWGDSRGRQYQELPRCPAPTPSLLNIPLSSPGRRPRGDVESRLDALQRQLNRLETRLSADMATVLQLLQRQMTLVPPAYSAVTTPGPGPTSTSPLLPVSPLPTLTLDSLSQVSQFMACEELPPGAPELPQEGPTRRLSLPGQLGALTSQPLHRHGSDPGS
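U2OS cells were transduced with wild-type KCNH2 virus (2.03 x 10^8 / mL) for 4 h at room temperature, then cultured overnight at 37 C. Thallium flux was read with FluxOr dye. Rate constants were normalized to DMSO controls.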
Mito fusion yeast: mitochondrial division inhibition or fusion activation | S. cerevisiae fusion-defective mutant growth rescue, CellTiterGlo 48 h | Potency, µM (top dose mostly 46.1 µM), inactives show at the top dose growth rescue (activation), hits mostly activators | 320,000 compounds, 0.23% hits | AID 485298;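 note: potency is the fitted concentration of half-maximal effect; % of control where 0% means no effect; nearly all actives have a fitted effect of over 45% in size; temperature-sensitive fusion mutants such as fzo1-1 at 37 °C on non-fermentable ethanol glycerol medium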
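Yeast fusion mutant, YPEG (non-fermentable carbon), compound, 48 h at 37C non-permissive; CellTiterGlo added, 10 min RT, luminescence read. Rescued growth = division inhibition.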
USP2a block: inhibitors of human ubiquitin-specific protease USP2a; USP2 core, Ub-CHOP2 coupled fluorogenic reporter, 485/531; Potency, µM (series often up to 38.3 µM), inactives show top-dose activity change, negative = inhibition, actives largely listed as inhibitors; O75604; AID 463254; 330,000 compounds, 0.01% hits;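 note: potency is the fitted concentration of half-maximal effect; plate controls were DMSO wells for no effect and full inhibition by NEM control for full effect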
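Deubiquitinase activity read as fluorescence (485/531 nm) after Ub-CHOP2 cleavage activates the enterokinase reporter on its substrate; USP2 core 10nM, Ub-CHOP2 and substrate 25nM each, 30min compound preincubation then 60min RT; data normalized to NEM, curves fitted.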
AT treatment: potential ataxia-telangiectasia treatments restoring KAP-1 phosphorylation. […] A-T fibroblasts, KAP-1 phosphorylation AlphaLISA; neocarzinostatin DNA damage 30 min before lysis. Potency, µM (series often up to 57.5 µM), inactives show top-dose activation, most hits filed as activators. 320,000 compounds, 0.19% hits. AID 485349; note: potency is the fitted concentration of half-maximal effect; % of control where 0% means no effect; nearly all actives have a fitted effect of over 45% in size
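hTERT-immortalized A-T patient fibroblasts ([…]), 500 cells/well in OPTI-MEM, 1% FBS, got compounds for 60 min, then NCS for 30 min at 37C. Lysates were then assayed for phospho-KAP-1 by AlphaLISA (anti-pKAP1 donor, anti-KAP1 acceptor beads), 6 hr at 25C.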
TRPV1 ag: agonists of human vanilloid receptor 1 (TRPV1). Q8NER1. TRPV1-expressing cells, Fluo-8 calcium influx, agonist mode. activation, % at 8.33 µM. 320,000 compounds, 0.19% hits; in the data active = activation above about 80%; inconclusive = between about 30% and that limit; note: 0% is about no effect
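Cells expressing TRPV1 were dye-loaded with Fluo-8 and read kinetically: 10 s baseline, 3 min after compound (agonist portion), then 2 min after EC20 capsaicin (allosteric enhancer portion). Calcium-bound dye fluorescence at 480/520 nm.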
TCR act: activators of T cell receptors | AID 504894 | primary human leukocytes, anti-CD3, IL-2 HTRF, 48 h | Potency, µM (doses to about 9.22 µM), for inactives: at the top dose activation of IL-2 secretion, usual class: activators | 330,000 tested, under 10 active; note: % of control where 0% means no effect
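Using a-CD3 beads without co-stimulation, primary human leukocytes were exposed to compounds for 48 hr. An HTRF IL-2 kit measured the cytokine, with europium-to-d2 energy transfer producing emission at 665nm upon 320nm excitation.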
* hit, by the source's call; [ ] = remark or other dose. Unless noted, calls come from the whole dose curve; as a rule, active = well fitted curve in the direction sought with a large enough effect; inconclusive = small, poorly fitted or top-dose-only effect, or another doubt; inactive = no such curve, though single readings can be large; an effect the other way counts as inactive or inconclusive. Not all compounds are listed, so the mix of outcomes need not match the whole.

`O=C(Cn1c(=O)n(-c2ccccc2)c(=O)c2sccc21)NCc1ccccc1` gave Eya2 inh -7%, KCNH2 3.1 inh -2, TSHR antagonist 5, ELG1 repair inh inconclusive, hERG WT inh 17, Mito fusion yeast 0%, USP2a block 6%, AT treatment -2%, TRPV1 ag 2 and TCR act -14%.
C=CCn1c(C)cc(C(=O)CSc2nnc(C3CC3)n2C2CC2)c1C was read as Eya2 inh -15%, KCNH2 3.1 inh 29, TSHR antagonist 5, ELG1 repair inh inconclusive, hERG WT inh -20, Mito fusion yeast -5%, USP2a block 0%, AT treatment 5%, TRPV1 ag 5 and TCR act 6%.
Cc1ccc(S(=O)(=O)NN2C(=O)c3ccccc3NC2c2ccccc2F)cc1 (centres undefined) was read as Eya2 inh 14%, KCNH2 3.1 inh -4, TSHR antagonist 6, ELG1 repair inh -11%, hERG WT inh -12, Mito fusion yeast 4%, USP2a block 1%, AT treatment 17%, TRPV1 ag 4 and TCR act 2%.
`Cc1cccc(N2CCN(C(=O)Cc3ccccc3[N+](=O)[O-])CC2)c1C` gave Eya2 inh 4%, KCNH2 3.1 inh 12, TSHR antagonist 2, ELG1 repair inh 12%, hERG WT inh 3, Mito fusion yeast 20%, USP2a block 1%, AT treatment 4% and TRPV1 ag inconclusive.
For Cc1nn(C(=O)N2CCCCC2)c(C)c1CN1C(=O)c2ccccc2C1=O the results were Eya2 inh 1%, KCNH2 3.1 inh 4, TSHR antagonist 5, ELG1 repair inh 19%, hERG WT inh 4, Mito fusion yeast -1%, USP2a block 1%, AT treatment 1%, TRPV1 ag 21 and TCR act -1%.
`O=C(NCc1ccccn1)c1c(-c2ccccc2)sc2ccccc12` gave Eya2 inh 1%, KCNH2 3.1 inh -19, TSHR antagonist -12, ELG1 repair inh -10%, hERG WT inh -12, USP2a block 4%, AT treatment -6% and TCR act 10%.
Screening O=[N+]([O-])/C(C(=C(Cl)Cl)N1CCOCC1)=C1\NCCO1 returned Eya2 inh 13%, KCNH2 3.1 inh 3, TSHR antagonist 5, ELG1 repair inh -2%, hERG WT inh 26, Mito fusion yeast -1%, USP2a block -1%, AT treatment 7%, TRPV1 ag 0 and TCR act -4%.
For COC(=O)c1[nH]c2ccc(Br)cc2c1NC(=O)C(C)N1CCN(C2CCCCC2)CC1 (centres undefined) the results were Eya2 inh -1%, KCNH2 3.1 inh -70*, TSHR antagonist 0, ELG1 repair inh 17%, hERG WT inh -72*, Mito fusion yeast -2%, USP2a block 1%, AT treatment -2%, TRPV1 ag 9 and TCR act -4%.
Screening Cc1ccc(S(=O)(=O)Nc2c(C)cc(C)nc2Cl)cc1 returned Eya2 inh -4%, KCNH2 3.1 inh -6, TSHR antagonist 9, ELG1 repair inh 4%, hERG WT inh inconclusive, Mito fusion yeast 13%, USP2a block 2%, AT treatment 12%, TRPV1 ag 0 and TCR act -5%.
Screening C=CCNC(=O)COc1ccc(S(=O)(=O)NC2CCCCC2)cc1 returned Eya2 inh 8%, KCNH2 3.1 inh -11, TSHR antagonist 0, ELG1 repair inh -3%, hERG WT inh -5, Mito fusion yeast -3%, USP2a block 0%, AT treatment 3%, TRPV1 ag 2 and TCR act 5%.
For CCCN(C(=O)CSc1nnc(N)s1)c1c(N)n(Cc2ccccc2)c(=O)[nH]c1=O the results were Eya2 inh 7%, KCNH2 3.1 inh -2, TSHR antagonist 0, ELG1 repair inh 10%, hERG WT inh -5, USP2a block 1%, AT treatment 13% and TCR act -4%.
`CCC(C(=O)OCC(=O)Nc1cccc(OC)c1)c1ccccc1` (centres undefined) gave Eya2 inh -1%, KCNH2 3.1 inh -1, TSHR antagonist 7, ELG1 repair inh -3%, hERG WT inh -16, Mito fusion yeast 10%, USP2a block 0%, AT treatment 6%, TRPV1 ag 12 and TCR act 0%.
COc1ccc(C(=O)NCc2nnc(SCC(=O)c3ccccc3)o2)cc1 was read as Eya2 inh -6%, KCNH2 3.1 inh 0, TSHR antagonist -10, ELG1 repair inh -1%, hERG WT inh -8, Mito fusion yeast 2%, USP2a block 4%, AT treatment 5%, TRPV1 ag 3 and TCR act -1%.
NC(=O)CC(NC(=O)Cc1cccc2ccccc12)c1ccc(N2CCCCCC2)c([N+](=O)[O-])c1 (centres undefined) was read as Eya2 inh -12%, KCNH2 3.1 inh 27, TSHR antagonist -6, ELG1 repair inh 5%, hERG WT inh -11, Mito fusion yeast -1%, USP2a block -2%, AT treatment 8%, TRPV1 ag 0 and TCR act 7%.
For CSc1ccccc1NC(=O)CN1CCN(c2ccccn2)CC1 the results were Eya2 inh 8%, KCNH2 3.1 inh -8, TSHR antagonist -1, ELG1 repair inh -25%, hERG WT inh -2, Mito fusion yeast 6%, USP2a block -2%, AT treatment -1%, TRPV1 ag 4 and TCR act 5%.
Screening O=C(Nc1ccc(OC(=O)c2cccs2)cc1)c1ccco1 returned Eya2 inh -3%, KCNH2 3.1 inh -15, TSHR antagonist 6, ELG1 repair inh inconclusive, hERG WT inh 2, Mito fusion yeast -5%, USP2a block 1%, AT treatment -4%, TRPV1 ag inconclusive and TCR act 2%.
CC(C)CCNC(=O)COc1cccc2c1OC(C)(C)C2 was read as Eya2 inh inconclusive, KCNH2 3.1 inh -24, TSHR antagonist -15, ELG1 repair inh -1%, hERG WT inh -11, Mito fusion yeast -2%, USP2a block 0%, AT treatment 4%, TRPV1 ag inconclusive and TCR act 3%.
CCOc1ccc(NC(=O)CN(C)C(=O)CCCc2c[nH]c3ccccc23)cc1OCC was read as Eya2 inh -17%, KCNH2 3.1 inh 1, TSHR antagonist 4, ELG1 repair inh -4%, hERG WT inh -5, Mito fusion yeast 2%, USP2a block 0%, AT treatment -8%, TRPV1 ag -2 and TCR act 3%.
`O=C(COC(=O)c1ccc2ccccc2n1)c1ccccc1` gave Eya2 inh -5%, KCNH2 3.1 inh -7, TSHR antagonist -1, ELG1 repair inh -10%, hERG WT inh 0, Mito fusion yeast -18%, USP2a block 1%, AT treatment -1%, TRPV1 ag -1 and TCR act 7%.
Screening Cc1ccc(NC(=O)CCNS(=O)(=O)c2ccccc2)c(C(=O)c2ccccc2)c1 returned Eya2 inh -7%, KCNH2 3.1 inh -8, TSHR antagonist 15, ELG1 repair inh -17%, hERG WT inh -16, Mito fusion yeast 5%, USP2a block 2%, AT treatment -4%, TRPV1 ag 6 and TCR act -5%[46.1 µM].
O=C(CN1C(=O)c2ccccc2C1=O)OCCOCCN=C1NS(=O)(=O)c2ccccc21 was read as Eya2 inh 3%, KCNH2 3.1 inh 7, TSHR antagonist -4, ELG1 repair inh 12%, hERG WT inh 0, Mito fusion yeast -2%, USP2a block 9%, AT treatment -1%, TRPV1 ag 1 and TCR act -8%.
Screening COc1ccc(NC2=CC(=O)N(C)C2=O)cc1 returned Eya2 inh -1%, KCNH2 3.1 inh 5, TSHR antagonist 15, ELG1 repair inh inconclusive, hERG WT inh -3, Mito fusion yeast 5%, USP2a block 3%, AT treatment -23%, TRPV1 ag 6 and TCR act -2%[46.1 µM].
COc1ccc(C2CC(c3ccccc3)=NN2c2ccc(S(N)(=O)=O)cc2)cc1OC (centres undefined) was read as Eya2 inh 1%, KCNH2 3.1 inh -21, TSHR antagonist 7, ELG1 repair inh -20%, hERG WT inh 7, Mito fusion yeast -7%, USP2a block -5%, AT treatment 29%, TRPV1 ag 6 and TCR act -1%.

Arranged by molar mass (low to high): some entries from above
`CCC(C(=O)OCC(=O)Nc1cccc(OC)c1)c1ccccc1` (centres undefined) gave Eya2 inh -1%, KCNH2 3.1 inh -1, TSHR antagonist 7, ELG1 repair inh -3%, hERG WT inh -16, Mito fusion yeast 10%, USP2a block 0%, AT treatment 6%, TRPV1 ag 12 and TCR act 0%.
For CSc1ccccc1NC(=O)CN1CCN(c2ccccn2)CC1 the results were Eya2 inh 8%, KCNH2 3.1 inh -8, TSHR antagonist -1, ELG1 repair inh -25%, hERG WT inh -2, Mito fusion yeast 6%, USP2a block -2%, AT treatment -1%, TRPV1 ag 4 and TCR act 5%.
COc1ccc(C2CC(c3ccccc3)=NN2c2ccc(S(N)(=O)=O)cc2)cc1OC (centres undefined) was read as Eya2 inh 1%, KCNH2 3.1 inh -21, TSHR antagonist 7, ELG1 repair inh -20%, hERG WT inh 7, Mito fusion yeast -7%, USP2a block -5%, AT treatment 29%, TRPV1 ag 6 and TCR act -1%.
